Dengue-2 NS5 capping – flavivirus cap methylation enzyme inhibition – biochemical, confirmation dose response, primary screen (AID 588689) | inhibition, % at 25 µM; hits with a dose series show IC50 in µM | Dengue-2 NS5 methyltransferase capping enzyme assay, biochemical; higher % means a stronger effect | 0.3% of 340,000 active; in the data active = a potency from the dose series; inconclusive = inhibition above about 29% without an active follow-up result
Myeloid diff 2 – compounds promoting myeloid differentiation. 1% of 360,000 active. calls only at 10 µM. ER-HoxA9 myeloid progenitors, lysozyme-GFP differentiation, flow cytometry;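 active = normalized GFP-positive differentiation at or above the plate's own cutoff, the solvent-only control mean plus 3 SD; inconclusive = no clear call, values can overlap the other calls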;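 also: cells exposed to compound for four days before flow analysis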
XIAP displacement – XIAP antagonists, biochemical, IAP family, fluorescence polarization (AID 1018). XIAP BIR domain, fluorescence polarization peptide displacement; higher % means a stronger effect. displacement, % at 20 µM, or IC50 in µM where a hit was titrated. 0.007% of 200,000 active; in the data active = displacement above about 50%; also: a part of the inactive calls stands beside numbers as strong as those of hits
HEK293 NOD2/NF-kB – NOD2 signaling inhibitors, cell-based, luminescence, uHTS, HEK293 (AID 1566). 0.63% of 290,000 active. HEK293 NOD2/NF-kB luciferase reporter, luminescence; higher % means a stronger effect. inhibition, % at 4 µM, or EC50 in µM where a hit was titrated; also: many of its hits are not listed in these tables
AID2073 – disruptors of CaV2.2 binding to Mint1 – biochemical, HTRF (AID 2073); one-dose inhibition, % at 20 µM; IC50 in µM for titrated hits; 0.19% of 290,000 active; HTRF protein-protein interaction, Mint1-CaV2.2; higher % means a stronger effect; in the data active = inhibition mostly above about 51%, no sharp cut-off; inconclusive = no clear call, values can overlap the other calls; inactive = mostly below about 53%; also: some results filed as inactive read as strong as hits
LYP phosphatase – PTPN22 lymphoid phosphatase activity blockers – biochemical, fluorescence intensity, uHTS (AID 1779); inhibition, % at 11.5 µM, or IC50 in µM where a hit was titrated; recombinant LYP phosphatase, fluorescence intensity; higher % means a stronger effect; 0.054% of 290,000 active;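 also: plate controls were vehicle with enzyme for no effect and no enzyme for full effect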
HIV peptide binding – cell-free HIV fusion peptide-binding blockers – biochemical, uHTS, fluorescence dequenching, primary screen (AID 1986). 0.3% of 290,000 active. cell-free peptide binding, fluorescence dequenching, 30 min; higher % means a stronger effect. inhibition, % at 20 µM, or IC50 in µM where a hit was titrated; in the data active = inhibition mostly above about 52%, no sharp cut-off; inactive = mostly below about 76%; also: some results filed as inactive read as strong as hits
Lipid droplet – modulators of hepatic lipid droplet formation; AML12 mouse hepatocytes, oleate lipid droplets, BODIPY imaging; inhibition, % at 6.5 µM; 0.4% of 240,000 active; AID 1656;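 active = lipid droplet intensity inhibited by at least 50%, with more than 500 cells counted; inconclusive = wells with under 300 cells, treated as cytotoxic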
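Material – AML12 mouse liver cells · Also added – oleate loading, 100 µM · Compound dosing – 6.5 µM single-point dosing · Times – overnight treatment with compound plus oleate · Measured by – fluorescence imaging, 20x objective, two fields per well · Read-out – percent inhibition of filter-corrected integrated lipid droplet intensity per well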
SIAH1 antagonists – Siah-1 peptide-binding antagonists, primary screen, biochemical, fluorescence polarization, rhodamine-plectin, uHTS (AID 1817); Siah-1 / rhodamine-plectin peptide fluorescence polarization; higher % means a stronger effect; displacement, % at 20 µM, or IC50 in µM where a hit was titrated; 0.02% of 290,000 active;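 active = displacement of at least 50% at 20 µM, with a fluorescence ratio check between 0.3 and a set limit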;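 also: plate controls were Siah plus tracer with DMSO for no effect and tracer alone without Siah for full effect; strong numbers were not always called active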
Lipid droplet cells 6.5 µM – second read-out of Lipid droplet, no call of its own (marks repeat the call); cell count; measured here: cell count, cytotoxicity flag;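 cells counted across two imaged fields per well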
Dengue-2 NS5 capping pilot replicate – recorded beside Dengue-2 NS5 capping, whose call it bears; inhibition, %; measured here: pilot screen replicate inhibition
Myeloid diff 2 GFP+ MAC1+ % – further read-out of Myeloid diff 2, marked with its call; GFP+ MAC1+ double positive, %; measured here: differentiation confirmed by MAC1 staining
Numbers without * were called inactive; i = inactive; ? = inconclusive; / = no result given. Rule as the data show it, unless noted: active = inhibition above about 50%; inactive = the rest. These rows are one share of the data (hit frequency here may not be typical).

SMILES | Dengue-2 NS5 capping | Myeloid diff 2 | Myeloid diff 2 GFP+ MAC1+ % | XIAP displacement | HEK293 NOD2/NF-kB | AID2073 | LYP phosphatase | HIV peptide binding | Lipid droplet | Lipid droplet cells 6.5 µM | SIAH1 antagonists | others
O=C(NCCN1C(=O)CSC1=O)C1CC(=O)N(c2ccccc2)C1 (configuration not stated) | -5% | i | 2.6 | -5.7% | -10% | -4% | -5% | -1.8% | / | / | 0%
COc1cc(NC(=S)NCCSc2ccc(C)cc2)cc(OC)c1 | -1% | i | 0.5 | -5.8% | 23% | 1% | -7% | -2.6% | -19 | 505 | -9%
Cc1ccc(OCCCC(=O)Nc2ccc(S(N)(=O)=O)cc2)cc1 | -1% | i | 0.0 | -3.9% | 1% | 25% | -2% | 4.5% | -13 | 650 | 1%
N#CC1=C(N)OC2=C(C(=O)CCC2)C1c1ccc(OC(=O)N2CCOCC2)cc1 (configuration not stated) | -3% | i | 0.7 | -3.8% | 2% | 2% | 5% | 0.1% | -7 | 708 | 4%
O=C(O)c1ccc(NC(=O)C2(c3ccccc3)CCCC2)cc1 | 4% | i | 0.5 | / | -2% | 6% | 1% | 0.0% | 17 | 719 | -2%
CCOc1ccc(CN(C)C(=O)c2cc3ccccc3o2)cc1OC | -3% | i | 0.9 | / | 7% | -2% | -5% | 0.7% | -12 | 797 | 5%
COCCn1c(=NC(=O)c2sc3ccccc3c2Cl)sc2cc(S(N)(=O)=O)ccc21 | -1% | i | 0.1 | -7.2% | 6% | ? | 2% | -2.0% | -12 | 617 | 36%
Cc1cccnc1NC(=O)c1ccc([N+](=O)[O-])o1 | -2% | i | 1.0 | 0.2% | 7% | 2% | -5% | 2.5% | 8 | 665 | 6%
CC(Sc1nc(NC(C)(C)C)nc(N(C)C)n1)C(=O)Nc1ccccc1 (configuration not stated) | -5% | i | 0.5 | -7.5% | 6% | -12% | -2% | 1.8% | 5 | 750 | -5%
Cc1ccc(OCc2cc(C(=O)N3CCC(c4ccccc4Cl)C3)no2)cc1C (configuration not stated) | 3% | i | 1.0 | / | -15% | 1% | 4% | 0.7% | 14 | 716 | 1%
CC(=O)c1ccc(S(=O)(=O)N2CCN(C)CC2)cc1 | -5% | i | 0.5 | -8.3% | 14% | 7% | -1% | 1.5% | 6 | 725 | 2%
CN(C)CCCN(C(=O)c1ccc2c(c1)CCCC2)c1nc2c(F)cccc2s1 | 3% | i | 0.5 | -11% | -14% | 10% | -12% | -1.4% | 5 | 632 | -7%
COc1ccccc1C1CC(c2c(-c3ccccc3)c3cc(Cl)ccc3[nH]c2=O)=NN1S(C)(=O)=O (configuration not stated) | -8% | i | 2.0 | -59% | 14% | 1% | 4% | 0.8% | / | / | -3%
COc1ccc(C(=O)Nc2c(N)nc(SCC(=O)N3CCC(C)CC3)[nH]c2=O)cc1OC | 1% | i | 3.4 | -5.6% | -18% | -4% | -4% | -1.1% | / | / | -5%
O=c1c2ccccc2nc(/C=C/c2c[nH]c3ccccc23)n1-c1ccc([N+](=O)[O-])cc1 | -2% | i | 0.3 | -6.4% | -4% | 1% | 1% | 1.5% | 1 | 673 | 1%
Clc1cccc(CNCCCSc2ncccn2)c1Cl | 2% | i | 0.2 | / | -2% | 7% | -17% | 0.2% | -32 | 800 | -4%
C(=N\N(c1ccccc1)c1ccccc1)/c1ccc2c(c1)OCO2 | -4% | i | 1.7 | -13% | 6% | 17% | -2% | 1.1% | / | / | 0%
COc1cc2c(C(=O)N3CCN(C)CC3)c(C)oc2cc1Br | 1% | i | 0.5 | -6.1% | -6% | 33% | -1% | 0.7% | -4 | 754 | -1% | Dengue-2 NS5 capping pilot replicate=-2.1
CCc1oc2ccccc2c1C(=O)CCN1CCCCC1 | -15% | i | 1.1 | -4.1% | 4% | -2% | -6% | -3.9% | / | / | 3%
Cc1c(C(=O)N2CCCCC2)c(S(=O)(=O)NCc2ccccc2Cl)c(C)n1C | -3% | i | 0.3 | / | -8% | 11% | -12% | -0.2% | -9 | 754 | 9%
COc1cccc(-c2[nH]nc3c2C(c2ccsc2)C(C#N)=C(N)O3)c1 (configuration not stated) | 39% | i | 1.0 | -1.0% | -10% | -12% | 5% | 5.4% | / | / | -2% | Dengue-2 NS5 capping pilot replicate=20
COc1ccccc1CN1C[C@@H]2C[C@@H](c3cccc(C)n3)N3CCC[C@@]23C1=O | 0% | i | 0.1 | -3.4% | 12% | -6% | -4% | 2.6% | -36 | 723 | 8%
CC(C(=O)NCC1CCCCC1)N(C)CC(=O)Nc1ccc(N2CCOCC2)cc1 (configuration not stated) | -3% | i | 0.5 | -7.8% | -3% | -2% | -5% | 1.9% | 2 | 730 | 13%
CCOc1cc(C2C3=C(CCCC3=O)N(CC(=O)O)C3=C2C(=O)CCC3)ccc1OC | 2% | i | 0.6 | / | 1% | 9% | -12% | -2.4% | 1 | 834 | 4%
O=S(=O)(c1cccc2cccnc12)N1CCCc2ccccc21 | -12% | i | 0.0 | / | 7% | 4% | -6% | -2.0% | 2 | 747 | 9%

Three records picked at random from those above, as already listed:
SMILES | Dengue-2 NS5 capping | Myeloid diff 2 | Myeloid diff 2 GFP+ MAC1+ % | XIAP displacement | HEK293 NOD2/NF-kB | AID2073 | LYP phosphatase | HIV peptide binding | Lipid droplet | Lipid droplet cells 6.5 µM | SIAH1 antagonists | others
Cc1ccc(OCCCC(=O)Nc2ccc(S(N)(=O)=O)cc2)cc1 | -1% | i | 0.0 | -3.9% | 1% | 25% | -2% | 4.5% | -13 | 650 | 1%
CC(C(=O)NCC1CCCCC1)N(C)CC(=O)Nc1ccc(N2CCOCC2)cc1 (configuration not stated) | -3% | i | 0.5 | -7.8% | -3% | -2% | -5% | 1.9% | 2 | 730 | 13%
CC(=O)c1ccc(S(=O)(=O)N2CCN(C)CC2)cc1 | -5% | i | 0.5 | -8.3% | 14% | 7% | -1% | 1.5% | 6 | 725 | 2%

(next part)
SMILES | Dengue-2 NS5 capping | Myeloid diff 2 | Myeloid diff 2 GFP+ MAC1+ % | XIAP displacement | HEK293 NOD2/NF-kB | AID2073 | LYP phosphatase | HIV peptide binding | Lipid droplet | Lipid droplet cells 6.5 µM | SIAH1 antagonists | others
COc1ccc(C2C(C#N)=C(N)OC3=C2C(=O)CC(C)(C)C3)cc1 (configuration not stated) | -4% | i | 0.0 | -6.0% | 11% | 18% | -6% | -2.1% | -14 | 750 | 1%
O=C(O)c1cccc(CN2C(=O)SC(Nc3ccccc3)C2=O)c1 (configuration not stated) | -1% | i | 0.7 | 0.5% | -7% | -5% | -2% | 1.2% | / | / | -1%
O=C1N=C(N2CCOCC2)S/C1=C1\C(=O)N(Cc2ccccc2)c2ccccc21 | -1% | i | 1.4 | 1.6% | -101% | 7% | 1% | 0.6% | / | / | -2%
COc1cccc(NC(=O)C2Cc3ccccc3CN2C(=O)c2ccco2)c1 (configuration not stated) | -20% | i | 1.0 | / | -26% | 14% | -5% | 3.2% | -5 | 799 | 0%
CCN(CC(=O)NCc1cccs1)S(=O)(=O)c1ccc(NC(C)=O)cc1 | 4% | i | 0.2 | -10% | 3% | -4% | -3% | -2.2% | 1 | 675 | -2%
Cc1cc(C)c(Nc2ncccc2C(=O)O)c(C)c1 | -12% | i | 0.6 | -8.2% | 18% | -2% | -3% | -0.8% | 2 | 671 | -2%
Cn1nnnc1SCc1ccc(Cl)cc1 | -2% | i | 0.5 | -3.5% | 13% | -6% | -4% | -1.6% | 0 | 682 | 11%
Cn1c(N)c(C#N)c2c(c1=S)COC(C)(C)C2 | -13% | i | 0.9 | -3.6% | 3% | 17% | -2% | 1.2% | -3 | 787 | -3%
Cc1ccc(-n2ncc(Cl)c2C(=O)NCc2ccccc2)cc1 | 0% | i | 0.9 | / | -61% | 12% | -4% | -2.3% | -6 | 679 | -4%
CCOc1ccc2ccccc2c1C1NC(=O)NC(C)=C1C(=O)OCCOC (configuration not stated) | -4% | i | 0.5 | / | 2% | 7% | -4% | 0.7% | -4 | 802 | -1%
COc1ccc(Cn2nnc3c(=O)[nH]c(C4CCN(C(=O)c5ccccc5Cl)CC4)nc32)cc1 | -7% | i | 1.3 | -4.9% | 3% | -4% | -4% | -0.5% | / | / | -1%
COCCn1c(=O)[nH]c2cc(C(=O)N3CCN(c4ccc(Cl)cc4)CC3)ccc2c1=O | -5% | i | 1.5 | / | 23% | -9% | 0% | -0.6% | 12 | 832 | 4%
CCC(Cc1ccccc1)NC(=O)c1cc(S(=O)(=O)N2CCCCC2)c[nH]1 (configuration not stated) | -2% | i | 4.4 | / | 1% | 5% | -12% | 1.4% | 0 | 697 | 9%
O=C(NCc1ccccc1)c1ccc(CS(=O)(=O)Cc2ccc(F)cc2)o1 | -5% | i | 3.5 | / | 14% | 11% | -9% | -0.4% | -2 | 724 | 4%
COc1ccc(C2C(C(=O)N3CCN(c4ccccc4F)CC3)c3ccccc3C(=O)N2C)cc1 (configuration not stated) | -6% | i | 0.7 | -4.1% | 14% | -2% | 2% | 2.8% | -3 | 672 | 1%
CC(=O)Nc1ccc(NC(=O)c2cc(-c3cc(C)c(C)cc3O)n[nH]2)cc1 | 0% | i | 0.2 | / | -20% | -5% | -14% | -1.3% | / | / | -1%
CCSC1=C(C#N)C(CC(C)C)C2=C(CCCC2=O)N1 (configuration not stated) | / | i | 0.3 | / | 14% | 10% | -8% | -0.6% | -9 | 696 | -5%
COc1ccc(CNC(C)C(=O)Nc2ccc3ccccc3c2)cc1OC (configuration not stated) | -4% | i | 0.8 | -3.6% | 9% | -8% | -5% | -0.3% | 5 | 704 | -4%
Cc1cc(C)cc(OCc2nnc(SCC(=O)N3CCCCC3)o2)c1 | -4% | i | 0.2 | / | 15% | -4% | -9% | 1.9% | 3 | 813 | 1%
Cn1c(-c2ccccc2)cc(=O)c2ccccc21 | -1% | i | 5.2 | -2.8% | 13% | 9% | 0% | -2.3% | -14 | 703 | -1%
CCN(Cc1ccccc1)Cc1cc(OC)cc(OC)c1 | 0% | i | 1.1 | 0.1% | 10% | -6% | -8% | 1.8% | / | / | 4% | Dengue-2 NS5 capping pilot replicate=-4.9
CC(Oc1cccc(Cl)c1)C(=O)NC1CC(C)(C)NC(C)(C)C1 (configuration not stated) | 1% | i | 2.0 | / | 5% | 9% | -12% | 2.2% | -2 | 699 | 6%
CCCc1[nH]n(-c2nc3ccccc3s2)c(=O)c1C=NCCCN(CC)CC | -14% | i | 0.0 | -0.3% | -30% | 1% | -1% | -0.1% | 3 | 676 | 0%
Cc1c(-c2ccc(F)cc2)[n+](=O)c(-c2ccc(F)cc2)c(C)n1[O-] | 2% | i | 1.1 | -3.3% | -12% | -3% | -6% | -1.0% | -2 | 720 | -1%
CCOC(=O)COc1cc2c(C(=O)OCC)c(C)oc2cc1Br | -5% | i | 2.5 | -1.9% | 3% | -4% | -7% | -1.5% | / | / | -1%
Cc1cccc(N2CN(Cc3ccco3)CNC2=S)c1C | -1% | i | 0.4 | -7.8% | 6% | -18% | -11% | 1.4% | -20 | 511 | 1%

Source: PubChem (several laboratories)
